SNCA expr inhib = Primary qHTS assay for inhibitors of alpha-synuclein gene (SNCA) expression | 140,000 compounds, 0.17% hits | HEK-293 SNCA-luciferase knock-in, luminescence, 24 h | Potency, µM (top dose mostly 57.2 µM), without a hit: at the highest dose activity change, negative = inhibition, actives largely listed as inhibitors;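 also: potency is read from the fitted curve at half-maximal effect; plate controls were DMSO cells for no effect and cell-free wells for full effect; nearly all actives have a fitted effect of over 45% in size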
Luciferase inh = Firefly luciferase inhibition profiling of diverse chemical library using quantitative high-throughput screening. 76,000 compounds, 2.5% hits. AID 1347043, 2019. Luciferin 4-monooxygenase (Photinus pyralis), P08659. purified P. pyralis luciferase, luminescence, biochemical. Potency, µM (top dose mostly 115 µM), inactives show top-dose activity change, negative = inhibition, hits mostly inhibitors; also: potency is read from the fitted curve at half-maximal effect; nearly all actives have a fitted effect of over 65% in size
Target sequence (P08659 whole entry, looked up): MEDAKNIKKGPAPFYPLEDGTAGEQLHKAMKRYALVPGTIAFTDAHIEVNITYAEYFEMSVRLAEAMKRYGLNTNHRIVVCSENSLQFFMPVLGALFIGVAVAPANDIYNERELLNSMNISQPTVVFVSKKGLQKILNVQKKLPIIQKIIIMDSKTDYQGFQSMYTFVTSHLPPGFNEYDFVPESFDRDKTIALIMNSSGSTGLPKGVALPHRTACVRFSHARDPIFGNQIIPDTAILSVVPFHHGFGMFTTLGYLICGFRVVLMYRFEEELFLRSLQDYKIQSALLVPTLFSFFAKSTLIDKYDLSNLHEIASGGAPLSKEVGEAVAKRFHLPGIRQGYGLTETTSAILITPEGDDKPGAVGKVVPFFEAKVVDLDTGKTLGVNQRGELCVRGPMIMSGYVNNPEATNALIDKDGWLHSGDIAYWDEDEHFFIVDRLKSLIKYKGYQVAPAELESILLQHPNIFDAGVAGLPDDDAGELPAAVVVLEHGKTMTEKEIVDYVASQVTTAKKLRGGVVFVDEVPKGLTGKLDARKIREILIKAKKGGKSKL
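Purified P. pyralis luciferase (10nM final) in 50mM Tris acetate pH 7.5, 10mM Mg acetate, 0.01% Tween-20, 0.05% BSA with 10uM D-luciferin and 10uM ATP. Compounds titrated qHTS. Luminescence imaged on CCD.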
3T3 cytotox = Cytotoxic Profiling in NIH 3T3 Cell Line of Diverse Libraries Using Quantitative High-Throughput Screening; 94,000 compounds, 4.3% hits; NIH 3T3 viability, CellTiter-Glo ATP luminescence, 48-72 h; Potency, µM (series often up to 96.7 µM), for inactives: at the top dose activity change, negative = cytotoxicity, most hits filed as inhibitors; also: potency is read from the fitted curve at half-maximal effect; nearly all actives have a fitted effect of over 55% in size
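Mouse fibroblast NIH 3T3 cells, 400 per well, received compound via pintool and were incubated for 48 or 72 hr prior to CellTiter-Glo ATP luminescence measurement.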
HEK293 viab = GF-AFC viability counterscreen for inhibitors of alpha-synuclein gene (SNCA) expression; HEK-293-SNCA-luc viability, GF-AFC fluorescence, 24 h; Potency, µM (top dose mostly 57.1 µM), inactives show top-dose activity change, negative = cytotoxicity, most hits filed as cytotoxic; 150,000 compounds, 0.12% hits; AID 1671193, 2021;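 also: potency is read from the fitted curve at half-maximal effect; 0% = DMSO-treated cells and -100% = medium-only wells without cells; nearly all actives have a fitted effect of over 30% in size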
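Cytotoxicity counterscreen: after 24 h compound treatment of genome-edited SNCA-luciferase HEK-293 cells, live-cell protease substrate GF-AFC read by fluorescence after 30 min; activity scaled between DMSO (0%) and medium-only (-100%), curves Hill-fitted.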
IP6K1 inhibitor = Primary qHTS assay for small molecule inhibitors of Inositol hexaphosphate kinase 1 (IP6K1); Inositol hexakisphosphate kinase 1 (Homo sapiens), Q92551; 140,000 compounds, 0.81% hits; activity change, % (series mostly up to about 58 µM); IP6K1 kinase, ADP-Glo luminescence, 2 h; hits give low values; in the data active = activity change below about -25%
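ADP-Glo luminescence measures ADP made by human IP6K1 during a 2 h RT reaction with ATP/IP6 (mix at 1.3 mM/130 uM); top library doses 57.5 and 19.1 uM final.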
GPT2 inhibitor = Primary qHTS assay for inhibitors of Glutamate pyruvate transaminase 2 (GPT2) | Recombinant GPT2, coupled pyruvate oxidase/HRP Amplex Red fluorescence | Potency, µM (highest dose often 57.7 µM), inactives show at the top dose activity change, negative = inhibition, most hits filed as inhibitors | 100,000 compounds, 0.25% hits | AID 1671188, 2021; also: potency is read from the fitted curve at half-maximal effect; nearly all actives have a fitted effect of over 60% in size; many of its hits are not listed in these tables
Target sequence (Q8TD30 whole entry, looked up): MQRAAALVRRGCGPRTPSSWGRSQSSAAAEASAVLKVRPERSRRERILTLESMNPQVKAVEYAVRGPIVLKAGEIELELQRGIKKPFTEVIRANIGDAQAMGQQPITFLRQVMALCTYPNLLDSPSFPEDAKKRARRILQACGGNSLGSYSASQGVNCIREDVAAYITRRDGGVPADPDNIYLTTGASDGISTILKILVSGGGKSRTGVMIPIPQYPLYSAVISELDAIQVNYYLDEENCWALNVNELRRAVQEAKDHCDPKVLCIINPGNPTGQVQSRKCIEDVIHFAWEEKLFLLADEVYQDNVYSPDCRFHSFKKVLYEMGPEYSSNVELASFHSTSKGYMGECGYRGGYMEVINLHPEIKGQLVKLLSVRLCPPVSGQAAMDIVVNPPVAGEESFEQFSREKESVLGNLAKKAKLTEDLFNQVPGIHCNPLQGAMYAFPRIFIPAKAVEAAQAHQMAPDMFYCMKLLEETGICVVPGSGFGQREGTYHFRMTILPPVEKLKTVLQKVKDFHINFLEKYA
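Fluorescence of coupled pyruvate oxidase/HRP/Amplex Red system (50uM Amplex, 30 min, dark) reports pyruvate formed by GPT2. Enzyme reaction: 10ng/uL GPT2, 2mM L-alanine, 250uM a-KG, 30 min room temperature, pH 7.5; 50uM AOA control.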
HEK cytotox = Cytotoxic Profiling in HEK 293 Cell Line of Diverse Libraries Using Quantitative High-Throughput Screening; HEK 293 viability, ATP luminescence (CellTiter-Glo), 48-72 h; 94,000 compounds, 6.6% hits; Potency, µM (series often up to 115 µM), for the others: at the top dose activity change, negative = cytotoxicity, usual class: inhibitors; also: potency is read from the fitted curve at half-maximal effect; nearly all actives have a fitted effect of over 60% in size
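HEK 293 seeded at 250 cells/well receive compound via pintool. After 48 or 72 hr at 37 degree Celsius, 5% CO2 and 95% humidity, CellTiter-Glo is dispensed and luminescence read following 10 min at room temperature.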
The depositor's hits bear a star; i = inactive; ? = inconclusive; . = not tested or not shown; [ ] = another dose, or the depositor's remark. Unless noted, calls follow the shape of the dose curve; as a rule, active = well fitted curve in the direction sought with a large enough effect; inconclusive = small, poorly fitted or top-dose-only effect, or another doubt; inactive = no such curve, though single readings can be large; an effect the other way counts as inactive or inconclusive. Unless noted, % is scaled to controls: 0 for no effect and ±100 for the full control effect.

[1] Cc1cn2nc(C(=O)Nc3ccccc3C)cc2c(N2CCSCC2)n1
[2] Cc1ccc(CNS(=O)(=O)c2cc(C(=O)Nc3cccc(C(F)(F)F)c3)ccc2F)cc1
[3] O=C(NCc1ccccc1F)c1cn2cc(-c3ccccc3)sc2n1
[4] COC(=O)[C@H](NC(=O)[C@@]1(O)C[C@@H](O)[C@H](O)[C@@H](NC(=O)Nc2ccc(C(C)=O)cc2)C1)C(C)C
[5] C[S+](=O)([O-])N1CC2ON=C(C(=O)O)C2C1 (stereo not drawn)
Screen / compound no.,1,2,3,4,5
3T3 cytotox,-15%,.,i,-27%,-6%[174 µM]
HEK293 viab,?,-13%,-4%,1%,1%[87.6 µM]
IP6K1 inhibitor,-7,-2,2,-7,18
SNCA expr inhib,29%,-10%,90%[activator],-11%,-1%[87.6 µM]
GPT2 inhibitor,i,.,-6%,-25%,-7%[88.5 µM]
HEK cytotox,?,.,i,-2%,i
Luciferase inh,-9%,.,.,4%,.

[6] c1ccc2sc(N3CCCN(Cc4cc5n(n4)CCNC5)CC3)nc2c1
[7] COc1cccc(CN2Cc3nc(N4CCN(C)CC4)ccc3OCC2=O)c1
[8] C=CC1(C)C=C2C(O)CC3C(C)(C(=O)O)CCCC3(C)C2CC1 (stereo not drawn)
[9] CCOc1ccc(S(=O)(=O)c2cn(Cc3ccc(C)cc3)c3ccc(OC)cc3c2=O)cc1
[10] COc1ccc(-c2ccccc2NC(=O)C2CCCN2C(=O)C2(C)CC2)cc1 (stereo not drawn)
Screen / compound no.,6,7,8,9,10
3T3 cytotox,?,-7%[138 µM],.,.,-14%
HEK293 viab,-3%,-24%[87.6 µM],-9%,-1%,2%
IP6K1 inhibitor,-1,1,-12,-5,7
SNCA expr inhib,132%[activator],12%[87.6 µM],.,18%,30%
GPT2 inhibitor,5%,i,i,.,-12%
HEK cytotox,35µM*,?,.,.,-11%
Luciferase inh,?,-10%[172 µM],.,.,-3%

[11] CC(c1cccs1)N(C)C(=O)c1cccc(Cl)c1 (stereo not drawn)
[12] CN1C[C@@H](CO)[C@H](NC(=O)c2ccccc2)C1
[13] Cc1ccc(CC(=O)NCc2nnc3c(-c4nc(C(C)C)no4)cccn23)cc1
[14] CS(=O)(=O)Nc1ccc(C2(C(=O)NCc3ccc4c(c3)OCO4)CCCCC2)cc1
[15] O=C1CCN(C(=O)COc2ccc(F)cc2)CCCC(c2nc(-c3cccnc3)no2)CCN1 (stereo not drawn)
Screen / compound no.,11,12,13,14,15
3T3 cytotox,-21%[138 µM],-7%,2%,?,-18%
HEK293 viab,-18%[87.6 µM],-4%,3%,?,9%
IP6K1 inhibitor,-13,-8,13,31,5
SNCA expr inhib,-14%[87.6 µM],24%,-8%,13%,46%[activator]
GPT2 inhibitor,i,i,i,-13%,i
HEK cytotox,100µM*,0%,5%,?,-4%
Luciferase inh,4%[172 µM],3%,5%,-8%,-6%

[16] CNC(=O)[C@@H]1C[C@H](Oc2cccnc2)CN1S(=O)(=O)c1ccccc1
[17] CC(C)CN1C(=O)c2cccn2CC1C(=O)NCc1cccs1 (stereo not drawn)
[18] COCCCNC(=O)N1CCCN(S(=O)(=O)c2ccccc2)CCC(=O)NCC1
[19] COc1ccc(-c2cc(C(F)(F)F)nc(-n3nc(C(F)(F)F)cc3C)n2)cc1
[20] Cc1cccc(NC(=O)N2CCC(CCNC(=O)c3cccs3)CC2)c1
Screen / compound no.,16,17,18,19,20
3T3 cytotox,i,?,4%,.,-1%
HEK293 viab,6%,-4%,5%,11%,-8%
IP6K1 inhibitor,0,-4,0,10,0
SNCA expr inhib,-1%,14%,-19%,18%,2%
GPT2 inhibitor,i,-25%,i,.,-17%
HEK cytotox,i,-7%,-5%,.,3%
Luciferase inh,1%,0%,5%,.,-15%

[21] CC(C)CCNC(=O)c1ccc2nc(Cc3ccccc3)oc2c1
[22] COc1ccc(-c2cn3cc(C(=O)N4CC[C@H](O)C4)nc3c(=O)n2CC2CC2)cc1
[23] COC[C@@H]1CN(Cc2ccncc2F)C[C@H]1C(=O)NC1CC1
[24] C[C@@]1(O)CCN(C2CCN(c3ccc(F)cc3)CC2)C[C@@H]1O
[25] CC(=O)N1CCc2nc(C3CC3)nc(-c3ccc(O)cc3)c2CC1
Screen / compound no.,21,22,23,24,25
3T3 cytotox,.,?,-13%,i,-23%[138 µM]
HEK293 viab,-16%,-12%,?,-3%,-7%[87.6 µM]
IP6K1 inhibitor,7,33,-3,-8,27
SNCA expr inhib,-2%,0%,?,-11%,4%[87.6 µM]
GPT2 inhibitor,.,0%,?,0%,2%[88.5 µM]
HEK cytotox,.,i,-18%,-2%,-5%[172 µM]
Luciferase inh,.,4%,-14%,3%,.

From no. 17 up to 25, as listed above:
[17] CC(C)CN1C(=O)c2cccn2CC1C(=O)NCc1cccs1 (stereo not drawn)
[18] COCCCNC(=O)N1CCCN(S(=O)(=O)c2ccccc2)CCC(=O)NCC1
[19] COc1ccc(-c2cc(C(F)(F)F)nc(-n3nc(C(F)(F)F)cc3C)n2)cc1
[20] Cc1cccc(NC(=O)N2CCC(CCNC(=O)c3cccs3)CC2)c1
[21] CC(C)CCNC(=O)c1ccc2nc(Cc3ccccc3)oc2c1
[22] COc1ccc(-c2cn3cc(C(=O)N4CC[C@H](O)C4)nc3c(=O)n2CC2CC2)cc1
[23] COC[C@@H]1CN(Cc2ccncc2F)C[C@H]1C(=O)NC1CC1
Screen / compound no.,17,18,19,20,21,22,23
3T3 cytotox,?,4%,.,-1%,.,?,-13%
HEK293 viab,-4%,5%,11%,-8%,-16%,-12%,?
IP6K1 inhibitor,-4,0,10,0,7,33,-3
SNCA expr inhib,14%,-19%,18%,2%,-2%,0%,?
GPT2 inhibitor,-25%,i,.,-17%,.,0%,?
HEK cytotox,-7%,-5%,.,3%,.,i,-18%
Luciferase inh,0%,5%,.,-15%,.,4%,-14%

[24] C[C@@]1(O)CCN(C2CCN(c3ccc(F)cc3)CC2)C[C@@H]1O
[25] CC(=O)N1CCc2nc(C3CC3)nc(-c3ccc(O)cc3)c2CC1
Screen / compound no.,24,25
3T3 cytotox,i,-23%[138 µM]
HEK293 viab,-3%,-7%[87.6 µM]
IP6K1 inhibitor,-8,27
SNCA expr inhib,-11%,4%[87.6 µM]
GPT2 inhibitor,0%,2%[88.5 µM]
HEK cytotox,-2%,-5%[172 µM]
Luciferase inh,3%,.

The listing continues.
[26] O=C(Nc1ccc2c(c1)OCCO2)N1CCC(c2nc(C3CCOCC3)no2)CC1
[27] Cc1ccccc1CC(=O)N[C@@H]1CN(c2ccncn2)C[C@H]1CO
[28] COCc1nc(-c2ccc(OC3CN(C(=O)c4cccc(OC)c4)C3)cc2)no1
[29] Cc1cnc(C(=O)N2C[C@@H](Oc3cccnc3)C[C@H]2C(=O)N2CCOCC2)cn1
[30] CCOc1ccc2cc(-c3nnc(Nc4ccc(C)cc4)s3)c(=O)oc2c1
Screen / compound no.,26,27,28,29,30
3T3 cytotox,-18%,-9%,?,-10%,.
HEK293 viab,-6%,2%,13%,6%,17%
IP6K1 inhibitor,7,1,-7,0,53
SNCA expr inhib,65%[activator],-15%,-18%,-10%,-20%
GPT2 inhibitor,i,-6%,i,i,.
HEK cytotox,-4%,-1%,?,0%,.
Luciferase inh,10µM*,4%,7%,-3%,.

[31] COc1cccc(CC(=O)N2CCC3(CC2)N=C(c2ccccc2)NO3)c1
[32] Cc1ccc([S+](=O)([O-])N2CC(CN3C(=O)c4c(c(C)nn4-c4ccccc4)C3C)C2)cc1 (stereo not drawn)
[33] CN(C)c1cccc(C(=O)NC2CCN(c3cc(-c4cccs4)[nH]n3)C2)c1 (stereo not drawn)
[34] Cc1ccccc1OCc1nc2c3cnn(-c4ccccc4Br)c3ncn2n1
[35] COc1ccc(NC(=O)CN2C(=O)CCn3nc(-c4cccn4C)cc32)cc1
Screen / compound no.,31,32,33,34,35
3T3 cytotox,-13%,?,?,.,.
HEK293 viab,5%,.,-3%,-4%,-3%
IP6K1 inhibitor,3,11,-2,20,-4
SNCA expr inhib,-4%,.,136%[activator],29%,18%
GPT2 inhibitor,i,.,?,.,.
HEK cytotox,-21%,-30%,?,.,.
Luciferase inh,-1%,.,32µM*,.,.

[36] Cn1ncc(CN2CCc3[nH]cnc3C2c2cccc(C#N)c2)c1C1CC1 (stereo not drawn)
[37] COc1ccccc1-c1cccc(C(=O)N2CCC[C@H]2C(=O)N2CCOCC2)c1
[38] CCC(NC(=O)c1ccc(C)c(NC(=O)C2CC2)c1)c1ncnn1CC (stereo not drawn)
[39] COc1cccc(-c2cccc(CCOc3cnc4c(ccn4CC(=O)O)c3)c2)c1
[40] Cn1c(C(=O)N2CCC3(CCNC(=O)CC3)CC2)cc2c(Cl)cccc21
Screen / compound no.,36,37,38,39,40
3T3 cytotox,-19%,-31%,-11%,?,?
HEK293 viab,3%,9%[12.5 µM],-12%,-10%[87.6 µM],7%
IP6K1 inhibitor,2,-12,8,7,11
SNCA expr inhib,4%,-8%,-2%,-12%[87.6 µM],6%
GPT2 inhibitor,-16%,i,-2%[11.5 µM],?,i
HEK cytotox,-5%,-5%,3%,?,-23%
Luciferase inh,-9%,.,10%,-24%[172 µM],-24%

[41] O=C(Nc1ccccc1)c1cnc2n1CCN(CC1CCCC1)CC2
[42] COCCn1ncc(N2CCC(C(=O)NCc3ccc(C)o3)C2)cc1=O (stereo not drawn)
[43] Cn1cnc(C(=O)N2CCCCCCNC(=O)[C@@H]3CCCC[C@@H]32)c1
[44] NCc1c[nH]c(=S)n1[C@@H]1CCc2c(F)cc(F)cc2C1
[45] Cc1cc(C)cc(NC(=O)C2CCN(C(=O)c3ncn4c3COC(c3ccccc3)C4)CC2)c1 (stereo not drawn)
[46] COc1ccc(C(=O)Nc2cnc3c(c2)CCC3)cc1
[47] CCc1nc(-c2c3n(c(=O)n(Cc4ccccc4C)c2=O)CCCCC3)no1
[48] CN1CC(=O)N(C2CCCNCC2)Cc2c(NCc3cccs3)ncnc21 (stereo not drawn)
Screen / compound no.,41,42,43,44,45,46,47,48
3T3 cytotox,?,i,1%,.,i,-37%,-11%,0%
HEK293 viab,3%[87.6 µM],1%,4%,2%,-2%,-11%,-7%,-1%
IP6K1 inhibitor,-14,5,-17,7,0,15,-5,-15
SNCA expr inhib,4%[87.6 µM],3%,-5%,.,121%[activator],-48%,-5%,-6%
GPT2 inhibitor,-4%[88.5 µM],i,i,-22%,4%,0%,i,2%
HEK cytotox,-22%[172 µM],i,i,.,6%,-26%,0%,i
Luciferase inh,-12%[172 µM],2%,8%,.,8.9µM*,.,-2%,.

Compound activity (PubChem BioAssay)

An excerpt; the hit share may differ from the screen's.
